miR122 inh – miR-122 inhibition in Huh7 cells | Huh7 miR-122 Renilla luciferase sensor, 48 h; neutral wells = 0, positive control = 100 | activation (reporter increase), % at 12.5 µM | 340,000 compounds, 0.3% hits;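 active = mean replicate activation score at least 90 and every replicate individually at or above 90; inconclusive = only one of the two criteria met; inactive = neither criterion met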;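 also: higher luciferase means less miR-122 activity so hits act as miR-122 inhibitors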
CASP6 VEID inh – inhibitors of human caspase-6; P55212; inhibition, % at 12.5 µM; 350,000 compounds, 0.53% hits; AID 686996; purified caspase-6, Z-VEID-R110 cleavage fluorescence;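 active = mean inhibition across replicates at least about 35%, with every replicate also reaching that limit, limit read from the data; inconclusive = only one of the two criteria met; inactive = neither criterion met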;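 also: 0% = median of neutral control wells and 100% = no fluorescence left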
Target sequence (P55212 24-179 limits assumed): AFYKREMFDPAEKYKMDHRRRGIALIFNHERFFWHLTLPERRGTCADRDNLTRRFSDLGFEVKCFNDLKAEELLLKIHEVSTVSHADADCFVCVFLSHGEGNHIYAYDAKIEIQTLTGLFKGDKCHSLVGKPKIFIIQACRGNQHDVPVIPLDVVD
Target sequence (P55212 194-293 limits assumed): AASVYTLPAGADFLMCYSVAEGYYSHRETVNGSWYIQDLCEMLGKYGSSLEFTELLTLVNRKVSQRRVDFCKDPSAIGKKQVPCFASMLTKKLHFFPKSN
F508del corr – correctors of CFTR F508del function in bronchial epithelial cells | CFBE cells, YFP halide quenching; stimulated with forskolin plus potentiator P3; % fluorescence drop versus neutral controls | activity (quench increase), % at 7.58 µM | 350,000 compounds, 0.36% hits;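 active = mean added fluorescence quench of at least 8% versus neutral control, with both replicates also reaching 8%; inconclusive = only one of the mean or replicate conditions met; inactive = mean below 8% and not both replicates reaching 8%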;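 also: cells transiently co-express mutant CFTR-F508del with the halide-sensitive YFP; corrector assay measuring rescue of mutant channel to the surface after 24 h compound exposure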
ERp5 block – blocks human ERp5 reductase activity on insulin; AID 651711; Q15084; ERp5 insulin aggregation, absorbance 650 nm, 90 min; inhibition, % at 9.99 µM; 350,000 compounds, 0.05% hits;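 active = mean replicate inhibition above about 25%, with every replicate also reaching it, limit read from the data, passing the limit was not always enough; inconclusive = only one of those two criteria met; inactive = neither criterion met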
Target sequence (Q15084 whole entry, looked up): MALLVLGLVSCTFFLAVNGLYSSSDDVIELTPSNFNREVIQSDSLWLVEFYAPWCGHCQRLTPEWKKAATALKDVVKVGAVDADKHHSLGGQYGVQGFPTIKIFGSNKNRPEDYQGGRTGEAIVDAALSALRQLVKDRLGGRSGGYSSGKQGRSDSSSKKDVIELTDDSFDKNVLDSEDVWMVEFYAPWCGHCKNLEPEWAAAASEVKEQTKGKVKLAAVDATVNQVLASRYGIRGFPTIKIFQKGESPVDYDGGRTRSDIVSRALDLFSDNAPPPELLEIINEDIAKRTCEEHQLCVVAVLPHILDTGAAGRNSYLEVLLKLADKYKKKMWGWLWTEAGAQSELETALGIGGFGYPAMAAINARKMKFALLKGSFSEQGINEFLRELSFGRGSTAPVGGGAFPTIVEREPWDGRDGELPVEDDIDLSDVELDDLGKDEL
SIRT5 block – sirtuin-5 (human) deacylase inhibition; 330,000 compounds, 1.1% hits; Q9NXA8; AID 652115; Purified SirT5, succinyl-peptide AMC, trypsin-coupled fluorescence; inhibition, % at 15 µM; in the data active = inhibition above about 15%; inconclusive = no clear call, values can overlap the other calls
Target sequence (Q9NXA8 whole entry, looked up): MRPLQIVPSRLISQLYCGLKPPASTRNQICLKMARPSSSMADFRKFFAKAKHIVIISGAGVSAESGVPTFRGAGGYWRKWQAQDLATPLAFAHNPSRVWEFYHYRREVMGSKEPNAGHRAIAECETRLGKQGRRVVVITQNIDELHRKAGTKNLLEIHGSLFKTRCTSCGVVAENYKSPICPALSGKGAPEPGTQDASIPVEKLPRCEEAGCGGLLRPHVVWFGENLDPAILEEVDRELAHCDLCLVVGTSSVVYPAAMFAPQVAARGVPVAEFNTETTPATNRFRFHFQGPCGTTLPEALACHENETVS
DENV2 CPE – DENV2-induced cell death inhibition. DENV2-infected cells, cytopathic effect rescue, plate reader. CPE inhibition, % at 9.99 µM. 350,000 compounds, 1.7% hits. AID 651640; in the data active = CPE inhibition above about 20%, passing the limit was not always enough; inconclusive = no clear call, values can overlap the other calls; tested in BHK-21 cells;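 also: 0% = median of neutral control wells and 100% = median of positive control wells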
ERAP1 inh – blocks human ERAP1 aminopeptidase activity; recombinant ERAP1, Leu-AMC fluorescence, 60 min; 340,000 compounds, 0.15% hits; Q9NZ08; AID 652197; inhibition, % at 10.7 µM;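 active = mean replicate inhibition of at least 30%, or all replicates individually reaching that 30% level; inactive = mean below 30% and not every replicate reaching it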;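 also: 0% = neutral control wells and 100% = L-leucinethiol positive control wells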
Starred values were filed as active, the others as inactive; ? = inconclusive; / = not tested or not shown; & = joins results of further samples; [ ] = dose if it differs, or a comment. No enrichment for hits (roughly 4% active in at least one column).

SMILES	miR122 inh	CASP6 VEID inh	F508del corr	ERp5 block	SIRT5 block	DENV2 CPE	ERAP1 inh
CC(C)CC#Cc1ccc([C@@H]2[C@H](CO)N3C(=O)CN(C(=O)NC4CCCC4)C[C@@H]23)cc1	/	1	1.3	-1	-2	6	0
COc1ccc(Cl)cc1C(=O)N1CCC2(CC1)CC(=O)c1ccccc1O2	/	-2	3.4	-4	-2	-5	-6
Cc1ccc(C)c(NC(=O)CSc2nc3[nH]ncc3c(=O)[nH]2)c1	/	1	/	0	-3	3	0
CCOc1cc(C(=O)N/N=C/c2ccoc2)cc(OCC)c1OCC	/	0	3.1	-2	-2	7	-4
C[C@H]1CCCCO[C@H](CN(C)C(=O)NC2CCCCC2)[C@@H](C)CN([C@@H](C)CO)C(=O)c2cc(NC(=O)Nc3ccc4c(c3)OCO4)ccc2O1	-10[16.7 µM]	1	1.3	-8	7	35*	0
C/C(=N/NS(=O)(=O)c1ccc(C)cc1)c1ccc(NC(=O)C(F)(F)F)cc1	/	-4	-3.7	4	1	?	-1
Cc1ccc(NC(=O)CCCC(=O)O)c(-c2nc3ccccc3[nH]c2=O)c1	/	14	-1.7	2	4	3	2
CC(C)C(=O)N=c1sc2cccc(F)c2n1C	0	-1	0.7	-2	-6	-7	-3
Cc1noc(C)c1S(=O)(=O)Nc1ccc2c(c1)CC(=O)N([C@H](C)CO)C[C@H](C)[C@H](CN(C)C(=O)Nc1ccc(F)cc1)O2	-2[16.7 µM]	1	0.3	0	2	-10	2
COc1ccc(C(=O)NCCS(=O)(=O)N2CCN(Cc3ccccc3)CC2)cc1	/	2	-0.9	4	-6	9	-1
COc1ccc(C(O)c2nc(-c3ccccc3C)cs2)cc1 (stereo not given)	-4	1	-0.7	4	/	1	2
COCOCCn1cc(CN2CCS(=O)(=O)N(Cc3ccc(-c4ccncc4)cc3)C(CC(C)C)C2=O)nn1 (stereo not given)	0	-1	0.1	1	-3	-9	-4
COCCNC(=O)C[C@@H]1C=C[C@H](NC(=O)NC2CCCC2)[C@@H](CO)O1	/	-1	2.3	-9	-1	-8	1
CCOc1ccc(C(C)=O)cc1NC(=O)/C=C\C(=O)O	-5	7	/	0	-1	-3	0
CCC(=O)N1C[C@@H](C)[C@@H](OC)CN(C)C(=O)c2ccc(NC(=O)c3cnccn3)cc2OC[C@@H]1C	/	4	-1.2	3	-2	8	0
Fc1cccc(-c2ccc(C3[C@H]4CNC[C@@H]3N4Cc3cccnc3)cc2)c1 (stereo not given in full)	/	-1	-0.5	-2	-2	2	2
COc1cc(C(=O)O[C@H]2CC(C)=CC[C@@]3(C)CC[C@@](O)(C(C)C)[C@H]23)ccc1O	0	3	5.1	-1	-3	?	-2
CCc1cc2c(Nc3ccccc3O)nc(C)nc2s1	/	0	-2.4	5	0	-1	-1
Cc1cc([N+](=O)[O-])cc(C)c1OCC(=O)N/N=C/c1ccc(OC(=O)c2ccccc2Br)cc1	-5	-3	-0.4	-4	2	-6	-3
CCOC(=O)C1(CCOC)CCN(Cc2cc3ccccc3s2)CC1	0	0	0.7	3	-3	10	-1
CCCC(=O)Nc1sc(-c2ccccc2)c(-c2ccccc2)c1C(=O)O	/	-1	1.5	3	4	8	/
CCOc1cc(C(=O)N(CC)CC(=O)Nc2ccc3c(c2)OCCO3)ccc1OC	23	-1	-4.0	-6	-1	?	1
CN(Cc1ccc(F)cc1)C(=O)c1ccc(NC(=O)CC2SC(N3CCCC3)=NC2=O)cc1 (stereo not given)	-4	7	-2.4	-5	6	?	3
C[C@@H]1ON(C)[C@H]2C[C@H]3c4[nH]c5c(-c6cc(Cl)cc(Cl)c6)cccc5c4CCN3C(=O)[C@@H]12	/	1	-6.0	-3	0	-3	-1
O=C(Cc1ccccn1)N1CC(=O)N2[C@H](CO)[C@@H](c3ccc(C#CC4CCCCC4)cc3)[C@@H]2C1	/	2	1.7	3	2	26*	1
COc1cc2c(cc1OC)[C@@H]1Cc3cc4c(cc3[C@H](C2)N1C)OCO4	-4	-4	1.3	1	/	14	-1
COC(=O)c1c(NC(=O)CCCC(=O)O)sc2c1CCCCC2	/	3	-0.2	-2	2	?	7
Cc1ccc(-c2nc3ccccc3n2C(C(=O)NC(C)(C)C)C2CC2)cc1 (stereo not given)	/	-1	-3.8	-5	/	31*	0
O=C(/C=C/c1ccccc1Cl)OCC(=O)c1ccc[nH]1	/	6	-3.0	-7	-2	7	0
O=C(c1cccc(S(=O)(=O)N2CCOCC2)c1)N1CCN(c2ncccn2)CC1	-1	-3	1.6	0	1	-1	0

SMILES	miR122 inh	CASP6 VEID inh	F508del corr	ERp5 block	SIRT5 block	DENV2 CPE	ERAP1 inh
COc1cc(Cn2nnc3ccccc32)cc(Br)c1O	2	3	2.4	3	1	-4	0
Cc1ccc(/C=N/NC(=O)C[n+]2ccccc2)s1	/	-16	-2.7	-5	-5	5	/
CCSc1nnc(NC(=O)CC)s1	4	-2	-0.2	-5	/	-11	-1
C[C@@H]1CN([C@@H](C)CO)C(=O)c2cccc(NS(=O)(=O)c3ccc(Cl)cc3)c2O[C@@H]1CN(C)Cc1ccccc1	11[16.7 µM]	1	5.5	-15	-3	11	1
Cc1[nH]nc2c1C(c1ccc(F)cc1)N(Cc1ccccc1)C2=O (stereo not given)	/	1	-4.5	-2	1	1	4
C=C1C(=O)OC2CC1C(O)CC(C)=CCCC(C)=CC(O)CC2C (stereo not given)	0	5	-2.2	4	/	-12	1
Cc1cc(Cl)c2oc(C(=O)N(C)CCc3cnn(C)c3)c(C)c2c1	-2	-1	-1.6	0	1	6	1
C[C@H]1CN([C@@H](C)CO)C(=O)Cc2cc(NC(=O)NC3CCCCC3)ccc2O[C@H]1CN(C)C(=O)Nc1cccc2ccccc12	1[16.7 µM]	4	1.9	-1	15	-8	4
c1ccc(C2=NCCCO2)cc1	-7	0	0.1	6	-2	5	2
CCc1ccc(OCC(O)Cn2c(N3CCCCC3)nc3c2c(=O)[nH]c(=O)n3C)cc1 (stereo not given)	3	4	-4.0	0	4	6	/
CCCc1nc2ccc(N)cc2c(=O)n1Cc1ccccc1Cl	/	1	3.4	8	3	1	-1
Cc1nc2ccccc2c(=O)n1/N=C/c1ccccc1O	/	-3	5.8	-6	-2	9	-4
C/C=C/c1ccc([C@H]2[C@H]3CN(C(=O)c4cccc(F)c4)CC(=O)N3[C@H]2CO)cc1	/	1	2.2	-2	-2	16	1
C[C@@H]1CN([C@@H](C)CO)C(=O)c2cc(NC(=O)C3CC3)ccc2O[C@H]1CN(C)S(=O)(=O)c1cccs1	6[16.7 µM]	0	1.1	-9	-4	1	-1
CCOc1ccc(N(CC(=O)NCc2ccc(OC)cc2)S(=O)(=O)c2c(C)[nH]c(=O)[nH]c2=O)cc1	4	-1	0.7	-5	0	-10	-4
OC[C@@H]1CCCN1Cc1nc(-c2cccs2)no1	/	2	-0.3	-6	/	5	-1
CC(C)NC(=O)Nc1ccc2c(c1)C(=O)N([C@@H](C)CO)C[C@@H](C)[C@H](CN(C)Cc1ccc(-c3ccccc3)cc1)O2	-2[16.7 µM]	-3	-1.0	0	13	0	-1
Cc1cc(=O)oc2ccc(OC(C)C(=O)O)cc12 (stereo not given)	4	2	/	4	-4	-3	0
CCCCn1c(N)c(N(CCOC)C(=O)COC(=O)c2ccccc2OCC)c(=O)[nH]c1=O	/	1	0.6	5	1	-4	3
COC(=O)[C@@H]1[C@@H](CO)[C@@H]2Cn3c(ccc(-c4ccccc4)c3=O)[C@@H]2N1C(=O)C1CC1	-6[16.7 µM]	-4	-1.9	-4	-10	-1	1
CCN(CC)CCNC(=O)c1ccc(NS(=O)(=O)c2ccc3c(c2)OCCO3)cc1	/	-33	-1.3	6	0	0	2
Cc1ccc(Oc2ccc(S(=O)(=O)NCC(C)(C)N3CCOCC3)cc2)cc1	7	1	0.5	-1	4	-2	1
Cc1cc(Nc2ccc(C)c(Br)c2)n2nc(C)nc2n1	3	9	-2.5	-8	/	-5	-2
O=C(NCc1cccnc1)c1ccc(Cl)c(S(=O)(=O)Nc2ccccc2C(=O)NCc2cccnc2)c1	0	-3	-0.6	-2	3	-3	-9
CO[C@H]1CN(C)C(=O)c2cc(NC(=O)NC3CCCC3)ccc2OC[C@H](C)NC[C@H]1C	/	1	-0.8	8	-2	-6	-1
Cc1c(Cc2ccccc2)c(=O)oc2c(C)c(OC(C)C(=O)N[C@@H](Cc3ccccc3)C(=O)O)ccc12 (stereo not given in full)	-4	25	-4.7	-1	/	-1	/
CCC(=O)N(C)C[C@@H]1Oc2cc(C#Cc3ccncc3)ccc2S(=O)(=O)N([C@H](C)CO)C[C@H]1C	-9[16.7 µM]	3	1.4	-1	0	-6	-2
COCC(=O)N1C[C@@H](C)[C@H](OC)CN(C)C(=O)c2cc(NC(=O)c3ccc(-c4ccccc4)cc3)ccc2OC[C@H]1C	/	0	-0.5	-3	5	3	-4
C/C=C/c1cnc2c(c1)C(=O)N([C@H](C)CO)C[C@@H](C)[C@@H](CN(C)C(=O)c1cccnc1)O2	1[16.7 µM]	3	1.5	-2	4	2	-3
COc1cccc(N2CCN(C(=O)CN3C(=O)NC4(CCCC4)C3=O)CC2)c1	/	4	-5.2	0	-2	7	4

SMILES	miR122 inh	CASP6 VEID inh	F508del corr	ERp5 block	SIRT5 block	DENV2 CPE	ERAP1 inh
C/C(N)=C(/C#N)C(=O)COC(=O)CNC(=O)c1ccc(Cl)cc1Cl	/	-1	-1.0	-2	0	3	-1
CO[C@H]1CN(C)C(=O)c2cc(NC(=O)c3ccccc3)ccc2OC[C@@H](C)N(C(=O)CN(C)C)C[C@H]1C	2[16.7 µM]	1	-1.9	0	0	-4	0
C[C@H](CO)N1C[C@H](C)[C@H](CN(C)C(=O)Nc2cccc(Cl)c2Cl)OCc2ccccc2-c2c(n(C)c3ccccc23)C1=O	/	0	0.9	3	1	7	-2
COc1ccc(C2CC(c3cccs3)=NN2C(=O)CSc2nc3c(cnn3-c3ccccc3)c(=O)[nH]2)cc1 (stereo not given)	5	-4	-1.0	2	-3	12	-5
O=C(CCc1nnc(CCc2ccccc2)o1)N1CCCC1c1nccs1 (stereo not given)	-10	-3	-2.3	-6	-6	2	/
Nc1nc2c(ccc3ccccc32)s1	/	-2	-0.5	-3	-3	9	-2
O=C(C1=C[C@@H](C2CCCCC2)C[C@@H](OCCCCO)O1)N1CCN(Cc2ccccc2)CC1	-1	1&-1	2.0&4.3	0&-1	-2	12&-12	0
CO[C@H]1CC[C@@H]2CCOc3c(C#N)cccc3C(=O)N(C)C[C@@H](OC)[C@@H](C)C(=O)N(C)C[C@@H]1O2	/	-8	/	0	2	1	-6
COc1cccc(-c2cc(CNC(=O)[C@H]3O[C@@H](n4ccc(=O)[nH]c4=O)[C@H](O)[C@@H]3O)no2)c1	-4	-4	0.3	0	3	1	1
CO[C@H]1CN(C)C(=O)c2ccc(NC(=O)Nc3ccccc3F)cc2OC[C@@H](C)NC[C@@H]1C	-1[16.7 µM]	2	0.5	1	-4	-2	-1
CCCC(=O)N1CC2(CN(S(C)(=O)=O)C2)c2c([nH]c3cc(OC)ccc23)[C@@H]1CO	/	-1	-1.8	1	0	-10	0
CCc1ccccc1NC(=O)c1ccc(OCc2c(C)noc2C)cc1	-4	-1	1.1	1	0	13	-6
CC(C)C(=O)Nc1ccc2c(c1)nc(CCN1CCN(C)CC1)n2C	-9	-18	-3.7	-3	-3	-8	0
Cc1ccn(S(=O)(=O)c2ccc(N3CCCC3=O)cc2)n1	0	-2	2.6	-4	-3	-3	-1

Sorted by length of the SMILES (rising): part of the list above.
SMILES	miR122 inh	CASP6 VEID inh	F508del corr	ERp5 block	SIRT5 block	DENV2 CPE	ERAP1 inh
Nc1nc2c(ccc3ccccc32)s1	/	-2	-0.5	-3	-3	9	-2
Cc1ccn(S(=O)(=O)c2ccc(N3CCCC3=O)cc2)n1	0	-2	2.6	-4	-3	-3	-1
CO[C@H]1CC[C@@H]2CCOc3c(C#N)cccc3C(=O)N(C)C[C@@H](OC)[C@@H](C)C(=O)N(C)C[C@@H]1O2	/	-8	/	0	2	1	-6
